Yeast tox: Compounds toxic to wild-type S. cerevisiae growth; A595 turbidity, 16 h; growth inhibition, % at 25 µM (by protocol); 30,000 compounds, 0.3% hits; AID 685;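 active = mutant and wild-type yeast strains alike exhibit over 30% growth inhibition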;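 note: 0% = untreated cell controls and 100% = YPD media blanks without cells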
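system = S. cerevisiae wild-type or eIF2Bepsilon-R284H mutant strain | buffer or medium = YPD medium | dosing = one dose, 25 µM compound, 0.2% DMSO | schedule = 16 h at 30 °C | measured by = A595 turbidity | evaluation = growth inhibition (%) versus cell controls and blanks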
Yeast eIF2B: eIF2B (yeast) activity modulation; S. cerevisiae eIF2B-epsilon R284H, GCN4-lacZ luminescence; 27,000 compounds, 0.91% hits; AID 688; inhibition, % at 25 µM (by protocol);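 active = mutant luminescence inhibited past about 50% while wild type luminescence and mutant growth stay under set limits, limit read from the data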; note: some compounds called inactive have numbers as strong as hits
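Assay system: yeast eIF2B-epsilon R284H mutant carrying GCN4–beta-galactosidase fusion / Buffer or medium: YPD / Incubation: 16 h growth with compound at 30 °C, 90 min Beta-Glo step / Detection: Beta-Glo luminescence after Z-buffer lysis, growth by 595 nm absorbance / Read-out: % inhibition of reporter signal and growth versus controls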
Yeast tox inhibition %: recorded beside Yeast tox, whose call it bears; growth inhibition, %; S. cerevisiae eIF2Bepsilon-R284H mutant growth, A595 turbidity, 16 h;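 each compound tested once at 25 µM; 0% equals untreated cells and 100% equals cell-free medium blanks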
Yeast eIF2B mutant toxicity: second read-out of Yeast eIF2B, no call of its own (marks repeat the call); growth inhibition, %; measured here: mutant yeast growth, toxicity;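 each compound tested once at 25 µM; zero equals untreated control growth and 100 equals blank medium absorbance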
The depositor's hits bear a star; . = not tested or not shown. Some of the compounds tested; rates above refer to the full screens.

canonical_smiles | Yeast tox | Yeast tox inhibition % | Yeast eIF2B | Yeast eIF2B mutant toxicity
O=C(c1cc2ccccc2o1)c1cccs1 | 5.7 | 15.4 | 2.0 | 15.4
c1ccc(-c2oc3ncnc(NCCN4CCOCC4)c3c2-c2ccccc2)cc1 | 24.8 | 42.4 | 2.5 | 42.4
CCOc1ccc(-c2cnc(SCC(N)=O)nc2N)cc1 | 1.3 | -22.2 | . | .
O=C(O)Cn1nc(C(F)(F)F)c2c1CCC2 | 13.3 | 18.5 | 22.7 | 18.5
Nn1c(SCC(=O)Nc2ccc(F)cc2F)nnc1C1CCCCC1 | 11.9 | 4.5 | -7.8 | 4.5
CCOCCn1cnc2sc(C(=O)NCC(=O)OCC)c(C)c2c1=O | -12.4 | -14.3 | -4.1 | -14.3
C/C(=N\O)C(C)(C)NC(=O)Nc1ccc(Cl)cc1 | 26.7 | 9.3 | 22.4 | 9.3
Cc1cccc(N2CC34C=CC(O3)C(C(=O)O)C4C2=O)c1 (stereo not drawn) | -5.6 | -4.5 | 22.3 | -4.5
CN(C(=O)CSC1=Nc2ccccc2C2=NC(c3ccccc3)C(=O)N12)C1CCCCC1 (stereo not drawn) | 5.3 | 5.3 | . | .
O=C1CC(N2CCCc3ccccc32)C(=O)N1c1ccccc1Cl (stereo not drawn) | 10.6 | 0.0 | 23.8 | .
Cc1nc2nc(-c3ccco3)nn2c(C)c1Cl | 27.7 | 8.3 | 2.6 | 8.3
COc1cc(C)nc(N2CCCC(C(=O)Nc3cc(Cl)ccc3OC)C2)n1 (stereo not drawn) | 1.7 | -4.5 | 30.9 | -4.5
COc1cccc(-c2cn3nc(C)c(C)nc3n2)c1 | 4.9 | -4.2 | 69.9 | -4.2
CCNS(=O)(=O)c1cc(OC)ccc1OC | 10.0 | 22.5 | . | .
CC(C)(C)n1nnnc1C(c1ccc(C#N)cc1)N1CCCC2(CCCCC2)C1 (stereo not drawn) | -3.0 | 3.7 | 20.6 | 3.7
CC(C)OC(=O)CSc1nnc(SCc2cccc3ccccc23)s1 | 18.5 | 7.5 | . | .
COC(=O)C1C(=O)C2=C(CC1C)NC(C)=C(C(=O)OC(C)C)C2c1ccc(C)o1 (stereo not drawn) | 4.1 | 5.6 | . | .
C/C(=N\Nc1ccc(F)cc1F)c1ccc(F)cc1 | 8.4 | 9.5 | 17.9 | 9.5
Cc1ccc(-n2c(O)c(C=NC3CCS(=O)(=O)C3)c3ccccc3c2=O)cc1C (stereo not drawn) | 7.7 | 2.6 | . | .
Cc1cc(C)nc(N2CCCC(C(=O)Nc3nnc(C)s3)C2)n1 (stereo not drawn) | 7.3 | 14.8 | 12.4 | 14.8
CCOC(=O)C1CCN(Cc2ccc(OC)cc2OC)CC1 | . | . | -1.4 | .
Cc1cccc2cc(CN(Cc3ccccc3)C(=O)N3CCOCC3)c3nnnn3c12 | 15.4 | -17.2 | 14.2 | -17.2
Cc1nc2ccccc2n1CC(=O)OCC(=O)NCCc1ccccc1 | -1.6 | 15.2 | . | .
COc1ccccc1NC(=O)CSc1nnc(Cc2cc(=O)[nH]c(=O)[nH]2)n1-c1ccccc1 | -6.0 | -9.5 | -2.7 | -9.5
CC(=O)Nc1ccc(S(=O)(=O)Nc2ccc(S(=O)(=O)N3CCCC3)cc2)cc1 | -11.1 | -3.3 | 22.6 | -3.3
CC(C)(C)NC(=O)NC(=O)COc1ccccn1 | 20.6 | 14.3 | 4.9 | 14.3
O=C1C(C=NCCCN2CCCC2=O)=C(O)c2ccccc21 | . | . | -9.0 | .
COC(=O)c1ccccc1NC(=O)Nc1cnccn1 | -0.3 | -18.8 | 3.3 | -18.8
CC(=O)C1(O)C(C)CC2C3CCC4CC(O)CCC4(C)C3=CCC21C (stereo not drawn) | -26.1 | 0.0 | 12.0 | .
CCOC(=O)c1cn(-c2ccccc2)nc1-c1cccnc1 | 6.0 | 3.7 | 21.3 | 3.7

The results go on.
canonical_smiles | Yeast tox | Yeast tox inhibition % | Yeast eIF2B | Yeast eIF2B mutant toxicity
CC(C)(C)c1nn(-c2ccccc2)c2[nH]c(=O)c(CNc3ccc4c(c3)OCCO4)cc12 | 20.7 | 3.0 | 17.6 | 3.0
COc1ccc(C(=O)/C=C/Nc2ccccn2)cc1 | 18.9 | 19.4 | 50.3 | 19.4
C1CCN=C(Nc2nn[nH]n2)CC1 | 3.1 | 7.1 | 17.7 | 7.1
CCOc1ccc(S(=O)(=O)N(C)c2ccc(OCC(=O)Nc3ccc4[nH]c(=O)[nH]c4c3)cc2)cc1 | 8.0 | 4.2 | 13.8 | 4.2
CCN(CCNC(=O)Nc1ccc(Cl)cc1)c1ccccc1 | -1.5 | -13.8 | 25.2 | -13.8
COC(=O)c1cc(-c2ccc(OC)c(OC)c2)on1 | 11.8 | 7.4 | 15.9 | 7.4
Cc1cc(C)c(C(=O)C2OC(=O)C(C)(C)C(=O)C2(C)C)c(C)c1 (stereo not drawn) | -1.9 | 10.3 | . | .
Cc1ccc(-c2nc3cccnc3o2)cc1NC(=O)COc1ccc(C(C)(C)C)cc1 | -9.6 | 6.7 | 18.1 | 6.7
COc1ccc(C(=O)NCS(=O)(=O)c2ccc(C)cc2)cc1 | 22.3 | 14.9 | . | .
Nc1nc(CN2CCN(c3ccccc3F)CC2)nc(Nc2ccc3c(c2)OCCO3)n1 | 26.3 | 12.8 | . | .
O=C(CSc1nncc2ccccc12)N1CCOCC1 | 11.2 | -8.7 | 25.6 | -8.7
CC(C)[C@H](NS(=O)(=O)c1ccccc1)C(=O)OCn1nnc2ccccc2c1=O | 21.7 | 12.8 | . | .
Cc1nc(N2CCN(C(=O)c3ccco3)CC2)c2oc3ccccc3c2n1 | -10.3 | -22.9 | 22.3 | -22.9
Cc1ccc(NC(=O)/C(=C/c2cccc([N+](=O)[O-])c2)NC(=O)C2CCCCC2)cc1 | 8.3 | 11.5 | . | .
CCOc1cccc(CNCCNC(=O)c2nonc2N)c1 | -2.4 | 4.8 | 2.8 | 4.8
CCc1nnc(NC(=O)CCC(=O)N2CCN(c3ccccn3)CC2)s1 | 0.0 | 0.0 | -18.8 | .
c1ccc2c(c1)CC1(CCCCC1)n1nnnc1-2 | . | . | -14.4 | .
Cc1cc(C)n(CC2CC(=O)N(c3ccc(F)c(Cl)c3)C2=O)n1 (stereo not drawn) | . | . | 34.6 | .
O=C(COc1ccc2ccccc2c1)NC1CC1 | 20.4 | 7.7 | 15.8 | 7.7
CCOc1ccc2cc(/C=C/C(=O)c3ccco3)c(Cl)nc2c1 | 5.5 | -16.7 | 36.6 | -16.7
Cc1ccc(Cl)cc1N1CCN(CC(=O)Nc2ccc(CN3CCCCC3)cc2)CC1 | 17.9 | -8.3 | . | .
CCn1cc(S(=O)(=O)CC(=O)Nc2ccc(C)cc2)c2ccccc21 | 8.4 | 9.1 | -37.7 | 9.1
Nc1nnc(SCc2ccc(F)cc2)n1-c1ccccc1 | -4.0 | -1.8 | 14.8 | -1.8
O=C(c1oc2ccccc2c1N1CCCCC1)N1CCCCC1 | -3.7 | -21.4 | 18.9 | -21.4
Cc1ccc(NC(=O)CSc2nc(NS(=O)(=O)c3ccc(C)cc3)cc(=O)[nH]2)cc1 | -3.5 | 6.5 | . | .
CC1Cc2cc(/C(O)=C3/C(=O)C(=O)N(CCCn4ccnc4)C3c3cccnc3)ccc2O1 (stereo not drawn) | 0.4 | 6.5 | . | .
CCNC(=O)C(Sc1ccccc1)c1ccccc1 (stereo not drawn) | 6.5 | -10.0 | . | .
CCOC(=O)CN(C(=O)CSc1nnc(-c2cccc(OC)c2)o1)c1ccc(F)cc1 | 39.1 | 3.9 | 6.0 | 3.9
CCCN1C(=O)SC(CC(=O)Nc2ccccc2)C1=O (stereo not drawn) | 1.8 | -13.6 | 2.6 | -13.6
CNC(=O)CN(c1cccc(Br)c1)S(C)(=O)=O | 14.6 | 4.3 | -2.9 | 4.3

Arranged by formula weight (ascending): four of the compounds above.
canonical_smiles | Yeast tox | Yeast tox inhibition % | Yeast eIF2B | Yeast eIF2B mutant toxicity
CNC(=O)CN(c1cccc(Br)c1)S(C)(=O)=O | 14.6 | 4.3 | -2.9 | 4.3
Cc1cc(C)n(CC2CC(=O)N(c3ccc(F)c(Cl)c3)C2=O)n1 (stereo not drawn) | . | . | 34.6 | .
CCc1nnc(NC(=O)CCC(=O)N2CCN(c3ccccn3)CC2)s1 | 0.0 | 0.0 | -18.8 | .
Nc1nc(CN2CCN(c3ccccc3F)CC2)nc(Nc2ccc3c(c2)OCCO3)n1 | 26.3 | 12.8 | . | .

Among those listed so far, two contain a thiophene ring, fused or not:
canonical_smiles | Yeast tox | Yeast tox inhibition % | Yeast eIF2B | Yeast eIF2B mutant toxicity
O=C(c1cc2ccccc2o1)c1cccs1 | 5.7 | 15.4 | 2.0 | 15.4
CCOCCn1cnc2sc(C(=O)NCC(=O)OCC)c(C)c2c1=O | -12.4 | -14.3 | -4.1 | -14.3

(more compounds)
SMILES	Yeast tox	Yeast tox inhibition %	Yeast eIF2B	Yeast eIF2B mutant toxicity
O=C(CCN1CCN(Cc2ccccc2)CC1)Nc1cccc(Cl)c1	-19.7	-36.4	32.3	-36.4
COCCCN(C(=O)c1ccco1)c1nc(-c2cc(OC)ccc2OC)cs1	-23.5	-9.7	8.8	-9.7
CCC(=O)Nc1ccccc1C(=O)NC1CCCCC1	3.5	28.3	.	.
CN1CCN(C(=O)CN(c2cccc(Cl)c2)S(=O)(=O)c2ccccc2)CC1	-5.1	3.7	7.9	3.7
CC(C)CCOc1ccc(C(=O)NCCC(=O)N2CCOCC2)cc1	-8.4	-3.7	.	.
Clc1cc(Cl)c(OCc2nc(-c3ccccn3)no2)cc1Cl	-33.0	-12.5	25.1	-12.5
Cc1[nH]nc2nc(SCC(=O)NCC3CCCO3)n(-c3ccc(Br)cc3)c(=N)c12 (stereo not drawn)	7.1	-7.4	19.7	-7.4
Cc1cccc(CN2CCN(CC(=O)N3CCCC3)C2=O)c1	15.0	15.0	.	.
O=C(NC1(C(F)(F)F)NC(=O)N(C2CCCC2)C1=O)C1CC1 (stereo not drawn)	21.4	14.3	21.1	14.3
N#Cc1c(SCC(=O)O)nc(N2CCCCC2)c2c1CCCC2	-12.8	-13.6	34.2	-13.6
COc1nc(N2CCCC2)nc(-n2cc(-c3ccccc3)nn2)n1	1.0	0.0	-16.9	.
CCOC(=O)N1CCc2c(sc3c2C(=O)NC(c2ccc(-c4ccc(Cl)cc4)o2)N3)C1 (stereo not drawn)	.	.	3.5	.

Additional records.
SMILES	Yeast tox	Yeast tox inhibition %	Yeast eIF2B	Yeast eIF2B mutant toxicity
CC(=O)Nc1ccc2c(c1)C(=O)N(C1CCCCC1)C2=O	18.3	-2.1	30.7	-2.1
C=CCn1c(-c2cccc3ccccc23)n[nH]c1=S	12.2	21.6	23.9	21.6
CCCNc1nc2c(c(=O)n(C)c(=O)n2C)n1CCC(C)C	5.7	0.0	7.8	.
CCN1C(=O)/C(=C\N2CCN(c3ccccc3)CC2)SC1=S	15.0	-28.6	19.1	-28.6
Cc1ccc(C)c(/C(O)=C2\C(=O)C(=O)N(CCCn3ccnc3)C2c2cccnc2)c1 (stereo not drawn)	4.3	5.9	22.3	5.9
COc1ccc(C(=O)CSc2nc(N)nc(SC)c2C#N)cc1	9.3	13.5	29.9	13.5
CCOC(=O)c1nnn(-c2nonc2N)c1CSc1ccc(C)cc1	3.1	8.1	17.1	8.1
Cc1nc2ccccc2c(=O)n1/N=C/c1ccccn1	-3.9	0.0	-1.1	.
Cn1c(=O)c2c(nc(Br)n2Cc2ccccc2Cl)n(C)c1=O	-4.9	0.0	.	.
CCC(C)C(NC(=O)OCc1ccccc1)C(=O)OCN1C(=O)c2ccccc2C1=O (stereo not drawn)	3.3	-28.6	5.5	-28.6
O=C(NCc1cccc(Cl)c1)c1cnn2c1NC(c1ccco1)CC2C(F)(F)F (stereo not drawn)	15.7	5.3	.	.
CCCn1c(N)c(C(=O)CSc2nnc(-c3ccco3)n2Cc2ccccc2)c(=O)[nH]c1=O	5.3	-13.6	17.0	-13.6

New compounds follow
SMILES	Yeast tox	Yeast tox inhibition %	Yeast eIF2B	Yeast eIF2B mutant toxicity
C=CCSc1nnc(NC(=O)CSc2nc3ccccc3o2)s1	.	.	10.8	.
CCn1c(SCc2c(F)cccc2Cl)nnc1-c1ccco1	4.3	2.2	-14.7	2.2
O=C(Cn1c(=O)sc2ccccc21)OC(CCl)CCl	7.3	-10.5	-10.4	-10.5
Cc1ccc[n+](-c2nc3ccccc3nc2C(=C=[N-])C#N)c1	-16.7	-14.3	30.9	-14.3
O=C(c1ccco1)N1CCN(c2ccccc2F)CC1	21.6	19.4	10.8	19.4
COCC(=O)Nc1cccc(Br)c1	14.9	14.5	7.1	14.5
CCc1nnc(N2CCN(c3ncnc4c3oc3ccccc34)CC2)s1	-7.1	-22.7	24.2	-22.7
CN1CCN(C(=O)c2cc3nc(-c4ccccc4)cc(-c4ccccc4)n3n2)CC1	5.2	3.2	21.1	3.2
CC(C)CCN1C(=O)c2ccc(C(=O)NCC3CCCO3)cc2C1=O (stereo not drawn)	29.4	4.2	0.1	4.2
Cc1ccc(Nc2nc(N)nc(CSCCO)n2)cc1	-6.8	4.8	-6.2	4.8
CC(C)CC(c1nnnn1CCc1ccccc1)N1CCC(C(N)=O)CC1 (stereo not drawn)	-2.7	0.0	24.0	.

High-throughput results from PubChem BioAssay.
